ROC1-CUL1 inh: blocks human RBX1-Cullin-1 di-ubiquitin formation. in vitro K48 di-Ub FRET, acceptor:donor ratio, 45 min. 140,000 tested, 0.6% active. AID 1347404. inhibition, % at 10 µM; in the data active = inhibition above about 25%
Target sequence (P62877 whole entry, looked up): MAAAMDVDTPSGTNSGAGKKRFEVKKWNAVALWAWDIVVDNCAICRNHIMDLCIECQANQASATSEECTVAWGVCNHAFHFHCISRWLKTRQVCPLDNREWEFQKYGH
Target sequence (Q13616 whole entry, looked up): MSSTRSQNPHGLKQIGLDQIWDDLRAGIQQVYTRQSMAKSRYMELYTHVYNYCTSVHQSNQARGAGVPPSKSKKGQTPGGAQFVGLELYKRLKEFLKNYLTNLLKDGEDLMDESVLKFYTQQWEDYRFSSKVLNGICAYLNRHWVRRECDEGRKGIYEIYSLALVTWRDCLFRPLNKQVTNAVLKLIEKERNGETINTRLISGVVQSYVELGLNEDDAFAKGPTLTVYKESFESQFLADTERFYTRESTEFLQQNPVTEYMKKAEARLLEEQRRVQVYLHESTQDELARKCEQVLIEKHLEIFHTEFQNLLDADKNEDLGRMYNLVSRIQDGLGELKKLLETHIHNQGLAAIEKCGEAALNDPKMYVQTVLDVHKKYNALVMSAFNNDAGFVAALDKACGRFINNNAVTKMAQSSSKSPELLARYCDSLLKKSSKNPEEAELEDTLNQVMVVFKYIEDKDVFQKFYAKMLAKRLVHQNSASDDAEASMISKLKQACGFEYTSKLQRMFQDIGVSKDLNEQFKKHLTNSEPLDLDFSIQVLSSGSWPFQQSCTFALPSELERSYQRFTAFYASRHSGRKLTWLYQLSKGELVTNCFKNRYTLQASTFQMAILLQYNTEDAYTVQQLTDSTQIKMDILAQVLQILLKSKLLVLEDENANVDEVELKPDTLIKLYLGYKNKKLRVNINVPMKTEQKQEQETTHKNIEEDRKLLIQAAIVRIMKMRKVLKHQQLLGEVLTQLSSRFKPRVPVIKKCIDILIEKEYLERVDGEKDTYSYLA
Starred values were filed as active, the others as inactive. The list is partial (hit frequency here may not be typical).

SMILES	ROC1-CUL1 inh
CC1(c2ccccc2)CC(c2ccccc2)N(c2ccccc2)O1 (configuration not stated)	6.6
CC(C)c1nc(C#N)c(C#N)nc1C(C)C	4.6
CCOc1ccc(NC(=O)N2CCC(N3CCCCC3)CC2)cc1	-2.0
CS(=O)(=O)Nc1ccc(I)cc1	-8.1
O=C(NC(=S)Nc1ccccc1Sc1ncnc2scc(-c3ccccc3)c12)c1ccc(F)cc1	-1.0
COc1ccc(C2c3c(n[nH]c3C)OC(=N)C2C#N)c2ccccc12 (configuration not stated)	-4.4
CCO[C@H]1[C@H](NC(=O)c2cccnc2)c2ccccc2C12CCN(C(=O)[C@@H](O)c1ccccc1)CC2	-5.1
CCOC(=O)N1CCC(N2CCC(CCC(=O)NCC3CCCO3)CC2)CC1 (configuration not stated)	-1.6
CCN(CC)c1ccc(/C=N\NC(=O)CSc2nc(C)cc(C)n2)c(O)c1	-0.8
CCN1CCN(C(=O)c2c(C)nn(-c3ccc(F)cc3)c2-n2cccc2)CC1	-4.1
O=C(Nc1nnc(COc2ccc(Cl)cc2)s1)c1ccc([N+](=O)[O-])cc1	-3.8
C=CCn1c(SCC(=O)c2ccc(Cl)cc2)nc2c(c1=O)C1(CCCC1)Cc1ccccc1-2	3.7
O=C(c1ccc2c(c1)N(Cc1ccc(Cl)cc1)C(=O)c1ccccc1S2(=O)=O)N1CCOCC1	0.1
COCCN1C(=O)C(=O)C(C(=O)c2cccs2)C1c1ccccc1F (configuration not stated)	6.2
O=C(Oc1cccc(OC(=O)c2ccccc2Cl)c1)c1ccccc1Cl	-9.8
Cc1ccc(NC(=O)COc2ccc(C)cc2C)nc1	-3.0
COC(=O)C1CC(C(=O)Nc2ccccc2)=NO1 (configuration not stated)	-0.1
COCCCN1C(=O)CC(CC(=O)N2CCCC(c3ccccc3)C2)(c2ccccc2OC)C1=O (configuration not stated)	3.8
CCCOc1cccc(C(=O)Nc2ccc(Cl)c([N+](=O)[O-])c2)c1	5.1
O=C1C(=O)N(C2CCN(S(=O)(=O)c3ccc(F)cc3)CC2)CCN1Cc1ccccc1	-0.2
Cc1ccc(Oc2ncccc2CNC(=O)c2ccccn2)cn1	4.8
COc1ccc(NC(=O)CSc2nc3ccccc3n2CC(=O)N(C)C2CCCCC2)cc1	-6.6
O=C(Cc1ccc(NC(=O)N2CCSc3ncccc32)cc1)NCc1ccccc1	1.9
O=C(c1cnn2c(C(F)(F)F)cc(-c3ccco3)nc12)N1CCOCC1	-2.5
CCOc1ccc(OCC)c(NC(=O)C2CCN(S(=O)(=O)c3cn(C)cn3)CC2)c1	-4.6

The list goes on, starting with the last two of the part before.
SMILES	ROC1-CUL1 inh
O=C(c1cnn2c(C(F)(F)F)cc(-c3ccco3)nc12)N1CCOCC1	-2.5
CCOc1ccc(OCC)c(NC(=O)C2CCN(S(=O)(=O)c3cn(C)cn3)CC2)c1	-4.6
CCN(CC)S(=O)(=O)c1ccc(NC(=O)COc2ccccc2OC)cc1	0.1
CC(C)OC(=O)CN1C(=O)S/C(=C/c2ccc(N3CCOCC3)o2)C1=O	-3.5
CCOc1cc2nnnn2c(-c2ccccc2)n1	2.5
COc1ccc(S(=O)(=O)N(CC(=O)NCc2ccccc2)c2ccc(C)cc2)cc1OC	-0.1
COc1ccc(CCNS(=O)(=O)c2cccc(C)c2)cc1OC	-4.3
CC1(C)CCC[C@]2(C)C=C(C3OCCO3)C(=O)C[C@@H]12	10.0
Cc1ccc(Cl)cc1N1CCN(S(=O)(=O)Cc2ccccc2F)CC1	2.2
Cc1ccc(NCC(O)Cn2c3c(c4ccccc42)CCCC3)cc1 (configuration not stated)	5.6
COC(=O)CCCC(=O)N1CCCC(CCc2ccccc2)C1 (configuration not stated)	4.8
NC1=NC(=O)/C(=C/c2ccccc2OS(=O)(=O)c2ccccc2)S1	-2.7
COc1ccc(CNC(=O)Cc2coc3ccc(C(C)C)cc23)cc1	1.0
Cc1ccc(S(=O)(=O)N2CCN(C(=O)C3CCC3)CC2)cc1C	-6.1
COc1ccc(/C=C/c2nc(-c3ccccc3)cc(=O)[nH]2)cc1	1.1
Cn1ncc([N+](=O)[O-])c1C(=O)Nc1ccc(Br)cn1	-12.3
CCOC(=O)c1cnn(-c2ncnc3sc4c(c23)CCC(C)C4)c1N (configuration not stated)	6.4
O=C1OC(c2cccc([N+](=O)[O-])c2)=N/C1=C/c1cccc(Oc2ccc([N+](=O)[O-])cc2[N+](=O)[O-])c1	-2.0
O=C(NNc1nc(-c2ccccc2)c2cc(Cl)ccc2n1)c1ccc([N+](=O)[O-])o1	5.1
Cc1ccc2c(nc3s/c(=C/c4ccc(Br)cc4)c(=O)n32)c1C	8.6
CCN1CCN(C2(C(=O)N3CCc4ccccc4C3)Cc3ccccc3C2)CC1	-6.3
N=C1/C(=C/c2ccc(OC(=O)c3ccccc3)c(Cl)c2)C(=O)N=C2SC(C3CCCCC3)=NN12	3.0
COc1ccccc1NC(=O)c1nc(SCc2ccc(F)cc2)ncc1Cl	1.7
CCCCCCCCOc1ccc(C=C2C(=O)N(CC)C(=S)N(CC)C2=O)cc1	3.8
CC(C)NCc1ccc2c(c1)n(C)c(=O)n2C	5.8
CN1CCN(C(=O)CCC2CCCN(Cc3cccc4c3OCO4)C2)CC1 (configuration not stated)	4.3
COc1ccc(-c2noc(COc3cc(C)ccc3C)n2)cc1OC	10.0
SMILES	ROC1-CUL1 inh
O=C1C=CC2(C=C1)OC(=O)c1ccccc1O2	29.5*
CN(Cc1ccc2nonc2c1)C(=O)c1csc2nc(-c3ccccc3)cn12	0.1
O=C(COc1ccccc1)N(Cc1cccnc1)c1nc2ccc(Cl)cc2s1	0.1
Cc1nc2cc(C(=O)O)ccc2n1-c1ccc(C(C)C)cc1	4.1
CC1=C(C(=O)Nc2ccccc2)C(c2cccs2)n2c(s/c(=C/c3cccc([N+](=O)[O-])c3O)c2=O)=N1 (configuration not stated)	5.2
Cn1c(NCCCO)nc2c1c(=O)n(Cc1cccc(F)c1)c(=O)n2C	0.8
Cc1cc2c(=O)c(C(=O)c3ccncc3)cn(CC(=O)Nc3cccc(C)c3C)c2cc1C	-2.9
COc1cccc(-c2csc(-c3c(N)c(C(=O)c4ccc5c(c4)OCO5)n4ccccc34)n2)c1	-6.0
O=C(Cn1cc(S(=O)(=O)Cc2ccccc2Cl)c2ccccc21)Nc1ccc(F)cc1F	0.6
c1ccc2c(c1)Oc1nc3ccccc3nc1O2	2.3
CCOc1ccc(S(=O)(=O)Nc2ccc3oc(C)c(C(=O)OCCOC)c3c2)cc1	-5.8
CC1=NC(=O)CC(c2c(F)cccc2Cl)C1C(=O)OCC1CCCCC1 (configuration not stated)	-4.8
CCc1ccc(-n2nnc(-c3nc(-c4ccccc4)no3)c2C)cc1	14.0
CC1CCN(S(=O)(=O)c2cc(C(=O)NC(C)(C)C)ccc2F)CC1	10.6
O=C(COc1ccc2c(c1)oc(=O)c1ccccc12)Nc1ccc(Br)cc1	5.4
Cc1nc(N(C)C2CCCCC2)ncc1C(C)NCc1cnc(C)n1C (configuration not stated)	8.3
Cc1cccc(C)c1NC(=O)c1oc2c(c1C)-c1nn(Cc3ccccc3)cc1CC2	-0.2
Cc1ccnc(NC(c2ccc(C(C)C)cc2)c2ccc3cccnc3c2O)c1 (configuration not stated)	6.1
C=CCC(N)(/C=C/c1ccccc1)CC=C	5.7
Cc1nc2ccccc2c(=O)n1-n1c(-c2ccccc2)cc(C(F)(F)F)c(C#N)c1=O	-1.2
O=C(NC1CC1)c1ccnc(-c2cccc(-c3ccn[nH]3)c2)c1	4.3
CCOc1ccc(N=c2scc(-c3ccc(OC)cc3)n2CCO)cc1	-4.6
COc1ccc2c(c1)CCc1c(C(=O)Nc3c(C)nn(Cc4ccc(Cl)cc4)c3C)noc1-2	-2.9
CCOc1cccc(C2c3[nH]c4ccccc4c3CCN2C(=O)c2ccccc2F)c1 (configuration not stated)	-5.9
Nc1nc(CSc2n[nH]c(-c3ccccc3)n2)nc(Nc2ccccc2)n1	-4.7

3 of the entries above in order of their number in ROC1-CUL1 inh, largest number first.
SMILES	ROC1-CUL1 inh
O=C(COc1ccc2c(c1)oc(=O)c1ccccc12)Nc1ccc(Br)cc1	5.4
Cc1nc2cc(C(=O)O)ccc2n1-c1ccc(C(C)C)cc1	4.1
Cc1cccc(C)c1NC(=O)c1oc2c(c1C)-c1nn(Cc3ccccc3)cc1CC2	-0.2

Next section.
SMILES	ROC1-CUL1 inh
C=CCN1C(=O)C(CC(=O)Nc2cccc(OC)c2)SC1=NS(=O)(=O)c1ccc(C)cc1 (configuration not stated)	-6.4
COC(=O)c1ccc([C@H]2Nc3ccc(S(=O)(=O)Nc4cccc(C)c4)cc3[C@H]3C=CC[C@H]32)cc1	4.8
COC(=O)c1c(NC(=O)Cn2nc(C(F)(F)F)c(Br)c2C)sc2c1CCCCC2	8.7
O=C(c1ccc2oc(CCCc3ccccc3)nc2c1)N1CC[C@H](O)C1	-7.0
COc1cc(C)c(S(=O)(=O)Oc2ccccn2)cc1C	-0.5
Cc1ccc(COc2c(Br)cc(CO)cc2Br)cc1	-2.3
COc1ccc(C2C(C(=O)Nc3ccccc3)=C(C)N=c3s/c(=C/c4ccc5c(c4)n(C)c(=O)n5C)c(=O)n32)cc1 (configuration not stated)	6.6
CCN(CC)C(=O)c1c2c(nc3ccccc13)-c1ccccc1CC2	-2.7
CCOC(=O)c1cnc2ccc(OC)cc2c1Nc1cccc(C(=O)OC)c1	-0.1
Cc1nc(N2CCCC2)nc2c1C(=O)CC(C)C2 (configuration not stated)	-3.4
CC1CN(C(=O)c2c(Br)cnn2C)CC(C)O1 (configuration not stated)	2.9
Cc1ccc(-c2[nH]nc3c2C(c2cc(C(C)(C)C)c(O)c(C(C)(C)C)c2)C(C#N)C(=N)O3)c(C)c1 (configuration not stated)	-1.3
COCCN1C(=O)C(C(c2ccccc2)N2CCC(C)CC2)C(=O)C=C1C (configuration not stated)	8.7
O=C(NC(=S)Nc1ccccc1N1CCOCC1)C12CC3CC(CC(C3)C1)C2	4.8
CCCCS(=O)(=O)Nc1ccc(Cl)cc1	-4.3
COc1ccc(C(=O)NCC(c2ccc3c(c2)OCO3)N2CCN(C)CC2)cc1 (configuration not stated)	6.1
COc1cc(-c2cc(-c3ccccc3)nc(SCC(=O)c3ccc(C)cc3)c2C#N)cc(OC)c1OC	-5.3
Cc1ccc(N2C(=O)c3n[nH]c(C)c3C2c2ccc(C(C)C)cc2)cc1 (configuration not stated)	-5.3
O=C(CCOc1ccccc1)Nc1cnn(CC(=O)N2CCCC(COc3ccccc3F)C2)c1 (configuration not stated)	3.8
O=C(CCCCCN1CCSC1)Cc1ccccc1	4.2
CC#CCN1C(=O)NC(CCc2ccccc2)(C2CCN(CCC(C)C)CC2)C1=O (configuration not stated)	-9.2
C=CC12C=CC=CN1C(C(=O)OC)=C(C(=O)OC)C(C(=O)OC)=C2C(=O)OC (configuration not stated)	-2.5
O=C(Nc1ccccc1F)Nc1ncccc1[N+](=O)[O-]	0.6
Cc1ccccc1S(=O)(=O)Nc1ccccc1O	7.9
O=C(CC(F)(F)F)N1CCc2onc(-c3cccc4ccccc34)c2C1	5.2
SMILES	ROC1-CUL1 inh
Cn1c(OCc2ccco2)nc2c1c(=O)n(Cc1ccc(F)cc1)c(=O)n2C	-2.5
O=c1cc(-c2ccccc2)nc(Sc2c(-c3ccccc3)c3ccccc3[nH]c2=O)[nH]1	6.0
COc1ccc(C2=Nc3ccccc3SC(c3ccc(Cl)cc3)C2)cc1OC (configuration not stated)	-1.1
COc1ccc2c(c1)CCc1c(C(=O)Nc3cc(OC)c(Cl)cc3OC)noc1-2	8.2
C#Cc1cccc(C(=O)NCC2CC(Cc3ccc(F)cc3)=NO2)c1 (configuration not stated)	-8.2
Cc1cccc(C)c1NC(=O)c1ccc2c(c1)N(Cc1cccc(Cl)c1)C(=O)c1ccccc1S2=O (configuration not stated)	3.5
CCOC(=O)c1ccccc1NC(=O)n1ncc2cc(Cl)ccc21	-5.1
O=C(CSc1ncc(-c2ccccc2)n1-c1ccccc1)NCc1ccco1	0.1
CC(C)(C)C(=O)COC(=O)c1ccc(COc2ccc(Br)cc2)cc1	-5.7
COc1ccc(C(=O)/C=C/c2cn(CC(O)CN3CCc4ccccc43)c3ccccc23)cc1OC (configuration not stated)	6.2
CCc1ccc(Sc2c(N)c3c(c(N)c2Sc2ccc(CC)cc2)C(=O)c2ccccc2C3=O)cc1	0.4
O=C(CCC1CCCCC1)NC1(C(F)(F)F)NC(=O)N(Cc2cccnc2)C1=O (configuration not stated)	3.6
O=C(Nc1ncc(Cc2ccc(F)cc2)s1)c1ccc2c(c1)CC(c1ccccc1)OC2=O (configuration not stated)	-9.3
Cc1nn(Cc2cccc(Oc3ccccc3)c2)c(C)c1NC(=O)c1cc2nc3c(c(C(F)(F)F)n2n1)CCc1ccccc1-3	-3.5
O=c1[nH]c(=O)n(-c2ccccc2)n1Cc1ccccc1	8.8
CCc1cc2c(OC(C)=O)c(-c3ccc4c(c3)OCCO4)c(=O)oc2cc1OC	0.1
CC1CC(N(C(=O)/C=C/c2ccccc2)c2ccccc2)c2ccccc2N1 (configuration not stated)	4.0
Cc1cc(Cl)ccc1NS(=O)(=O)Cc1ccc(F)cc1	3.8
COC(=O)c1ccc(NC(=O)C2CCC(N3C(=O)C4C5C=CC(C6CC56)C4C3=O)CC2)cc1 (configuration not stated)	3.6
CC(C)c1ccc(NC2CCCN(CCO)C2)cc1 (configuration not stated)	4.3
CC(=O)c1cccc(Nc2cc(C)nc3nc(Cc4ccccc4)nn23)c1	2.1
Cc1c(C)n2c3c(=O)[nH]c(=O)n(C)c3nc2n1CC(C)C	5.0

A portion from further up, for reference:
SMILES	ROC1-CUL1 inh
Cn1c(OCc2ccco2)nc2c1c(=O)n(Cc1ccc(F)cc1)c(=O)n2C	-2.5
O=c1cc(-c2ccccc2)nc(Sc2c(-c3ccccc3)c3ccccc3[nH]c2=O)[nH]1	6.0
COc1ccc(C2=Nc3ccccc3SC(c3ccc(Cl)cc3)C2)cc1OC (configuration not stated)	-1.1
COc1ccc2c(c1)CCc1c(C(=O)Nc3cc(OC)c(Cl)cc3OC)noc1-2	8.2
C#Cc1cccc(C(=O)NCC2CC(Cc3ccc(F)cc3)=NO2)c1 (configuration not stated)	-8.2
Cc1cccc(C)c1NC(=O)c1ccc2c(c1)N(Cc1cccc(Cl)c1)C(=O)c1ccccc1S2=O (configuration not stated)	3.5
CCOC(=O)c1ccccc1NC(=O)n1ncc2cc(Cl)ccc21	-5.1
